Compound activity deposited in PubChem BioAssay by several laboratories.
Furin inh: inhibitors of human furin; P09958; inhibition, % at 30 µM; AID 463115; 220,000 compounds, 0.061% hits; purified furin, fluorogenic substrate cleavage; in the data active = inhibition above about 25%; note: inactives centre near -15
TRPML3 agonist: agonists of human TRPML3 channel; activation, % at 3 µM; AID 1448; HEK293 TRPML3-YFP, Fluo-8 calcium fluorescence; 100% = the carbachol control signal; Q8TDD5; 220,000 compounds, 0.29% hits;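 active = activation above its plate's cutoff, the mean activation of the plate's test wells plus 3 SD, cut at about 12% in these data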;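 note: 0% = DMSO only wells and 100% = carbachol wells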
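Material: HEK293 cells stably carrying human TRPML3-YFP; compound dosing: single dose, 3 µM final nominal compound, 0.3% DMSO final; incubation: 1-h 37 °C dye load, 5-s basal, 120-s post-compound reads; technique: Fluo-8 intracellular calcium fluorescence, excitation 470-495 nm, emission 515-575 nm; read-out basis: percent activation from peak-to-basal fluorescence ratio, scaled between DMSO and carbachol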
m-calpain inh: blocks pig calpain II enzyme activity; purified calpain II, fluorogenic peptide substrate, 30 min; inhibition, % at 16 µM; 220,000 compounds, 0.37% hits;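 active = inhibition above about 50%, limit read from the data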
TbHK1 inh: T. brucei hexokinase 1 inhibition; inhibition, % at 10 µM; 220,000 compounds, 0.11% hits; recombinant TbHK1, G6PDH-coupled NADH A340;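 active = inhibition of 50% or more in the single-dose primary screen; inactive = inhibition below 50%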
KCC2 mod: modulates chloride dependent transport by human KCC2. 190,000 compounds, 2.2% hits. Q9H2X9. KCC2 cells, thallium flux FluoZin-2 fluorescence. B-score of Tl+ flux slope (higher = more flux/activation; lower = inhibition) at 10 µM;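 active = thallium flux slope and its plate-corrected score both differing from the plate sample mean at a set confidence after two filtering rounds, in either direction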;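 note: slope of fluorescence scaled to starting intensity during 10 to 20 s after thallium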
Target sequence (Q9H2X9 whole entry, looked up): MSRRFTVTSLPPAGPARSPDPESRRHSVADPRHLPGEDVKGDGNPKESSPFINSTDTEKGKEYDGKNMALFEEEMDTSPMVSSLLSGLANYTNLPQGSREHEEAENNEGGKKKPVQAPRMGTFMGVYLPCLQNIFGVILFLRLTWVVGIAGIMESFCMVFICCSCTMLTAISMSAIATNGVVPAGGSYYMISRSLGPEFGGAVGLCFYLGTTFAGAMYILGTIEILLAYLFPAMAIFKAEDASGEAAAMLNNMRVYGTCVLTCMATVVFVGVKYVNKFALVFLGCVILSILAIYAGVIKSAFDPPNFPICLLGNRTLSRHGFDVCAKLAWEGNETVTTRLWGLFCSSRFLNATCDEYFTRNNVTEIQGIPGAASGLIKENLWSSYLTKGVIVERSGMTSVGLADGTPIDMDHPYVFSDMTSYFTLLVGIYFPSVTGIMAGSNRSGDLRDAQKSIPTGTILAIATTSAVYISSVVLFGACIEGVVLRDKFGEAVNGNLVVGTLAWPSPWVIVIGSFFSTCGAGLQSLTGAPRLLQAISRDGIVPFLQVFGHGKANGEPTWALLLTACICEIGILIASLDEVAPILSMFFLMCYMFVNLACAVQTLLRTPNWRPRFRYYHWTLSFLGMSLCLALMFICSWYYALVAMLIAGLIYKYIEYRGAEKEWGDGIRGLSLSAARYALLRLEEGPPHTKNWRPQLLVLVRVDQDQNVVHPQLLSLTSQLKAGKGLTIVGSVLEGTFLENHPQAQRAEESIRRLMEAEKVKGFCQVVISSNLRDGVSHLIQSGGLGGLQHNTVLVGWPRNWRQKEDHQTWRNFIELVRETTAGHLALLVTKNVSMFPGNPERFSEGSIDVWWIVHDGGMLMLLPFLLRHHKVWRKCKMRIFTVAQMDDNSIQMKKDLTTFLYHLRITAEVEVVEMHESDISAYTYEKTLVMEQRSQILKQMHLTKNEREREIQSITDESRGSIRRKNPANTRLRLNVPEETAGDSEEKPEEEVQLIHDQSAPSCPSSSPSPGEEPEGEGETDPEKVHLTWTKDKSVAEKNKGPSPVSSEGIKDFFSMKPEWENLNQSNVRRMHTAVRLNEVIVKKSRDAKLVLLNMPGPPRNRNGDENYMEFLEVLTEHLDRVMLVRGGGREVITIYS
PPC-1+TRAIL kill: kills PPC-1 cancer cells in the presence of TRAIL; PPC-1 cells + TRAIL, ATPLite viability luminescence; cell killing (% activity), % at 4 µM; 220,000 compounds, 0.41% hits;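 active = cell killing above 50% in the first pass at 4 µM, then a duplicate retest at 5 µM averaging 50% or more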;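 note: plate controls were cells with TRAIL plus DMSO for no effect and medium-only wells lacking cells for full effect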
EBV gp42 block: blocks Epstein-Barr virus glycoprotein 42 binding | inhibition, % (tested at 21.74 µM) | 220,000 compounds, 0.42% hits | AID 1085 | Q1HVG2 | Fluorescence polarization binding assay, mP read-out; in the data active = inhibition above about 50%
thrombin 1536: blocks human thrombin protease activity; alpha-thrombin, Boc-VPR-AMC fluorogenic substrate cleavage; inhibition, % at 5 µM; AID 1046; P00734; 220,000 compounds, 0.26% hits;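 active = inhibition at or above 40%; inactive = inhibition below 40%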;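 note: 0% = enzyme with no compound and 100% = wells without enzyme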
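Material: human alpha-thrombin protein. Incubation: reaction at ambient temperature. Technique: fluorescence of released AMC, ex 355 nm, em 460 nm. Control set: no-compound enzyme wells and no-enzyme blanks. Also added: Boc-VPR-AMC substrate, 15 µM final. Buffer or medium: pH 7.5 Tris (50 mM) with NaCl 150 mM, Tween 20 0.05%.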
TRPN1 ag: activates the zebrafish TRPN1 channel. AID 1424. HEK293 zebrafish TRPN1-YFP, Fluo-8 calcium fluorescence; 100% = response to 87 µM carbachol. activation, % at 3 µM. 220,000 compounds, 0.18% hits;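 active = activation above its plate's cutoff, the mean activation of test wells on that plate plus 3 SD, cut at about 19% in these data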;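 note: 0% = DMSO alone and 100% = 87 µM carbachol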
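Material – zebrafish TRPN1-YFP in HEK293 cells · Doses – 3 µM single point · Schedule – dye 1 h 37 °C plus 30 min RT · Signal – Fluo-8 calcium fluorescence, excitation 470-495 nm, emission 515-575 nm · Read-out – % activation versus carbachol response · Control set – carbachol high, DMSO low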
* marks the source's active call; other numbers are inactive results; / = no result given; [ ] = another dose, or the depositor's remark.

#1 O=C(Nc1ccccc1)C1CC(=O)N(C2CCCCC2)C1 (stereo not drawn)
#2 O=C1OCc2cc(NS(=O)(=O)c3cccs3)ccc21
#3 Cc1nc(C(=O)NC(C)C)nn1-c1cc(Cl)cc(Cl)c1
#4 COC(=O)c1cc(Br)ccc1-c1ccc(/C=N/n2nnnc2N)o1
#5 COc1ccc(-c2nn3c(-c4cccc(C)c4)nnc3s2)cc1OC
#6 CC(C)n1c(=O)[nH]c2ccccc21
#7 CC1(C)SCC(C(=O)O)N1C=O (stereo not drawn)
#8 CCN=C1SC(CC(=O)Nc2sc3c(c2C#N)CCCC3)C(=O)N1CC (stereo not drawn)

Compound,1,2,3,4,5,6,7,8
Furin inh,-23,-14[20 µM],-17,-19[20 µM],-24[20 µM],-13,-14[20 µM],-17
TRPML3 agonist,0.6,0.5,0.0,-0.6,-0.1,-0.7,0.8,0.6
m-calpain inh,25,2,9,-62,/,-15,-15,-49
TbHK1 inh,5,-6,-5,-36,-4,10,-9,23
KCC2 mod,-1.5,0.9,0.071,-1.2,-0.91,0.11,-0.41,/
PPC-1+TRAIL kill,18,14,14,27,/,-8,10,13
EBV gp42 block,-3,-19,-10,-18,/,-26,4,-13
thrombin 1536,-4,2,2,5,/,-5,0,-1
TRPN1 ag,0.4,-0.1,0.1,-2.8,1.9,1.1,1.2,-0.2

#9 COc1cc(OC)nc(NC(=O)COC(=O)C2CCCCC2)n1
#10 S=C(NCc1ccco1)N/N=C/c1ccccc1Cl
#11 CCC1CCc2c(sc(NC(=O)C3CC=CCC3C(=O)O)c2C#N)C1 (stereo not drawn)
#12 CCOC(=O)c1cc(-c2ccc(Cl)cc2)nc2onc(C)c12
#13 O=C(c1cccs1)N(Cc1cccc(Cl)c1)C1CCS(=O)(=O)C1 (stereo not drawn)
#14 Cc1ccc(Nc2cc(=O)oc3ccccc23)c(C)c1
#15 Clc1ccc(OCCOCCN2CCCCC2)c(Br)c1
#16 Cc1nc2ccccc2nc(=O)c1NNc1ccc([N+](=O)[O-])cc1

Compound,9,10,11,12,13,14,15,16
Furin inh,-23,-14,-15,-19[20 µM],-17,-28,-16,-17
TRPML3 agonist,0.9,-1.3,0.0,0.6,-0.5,4.5,2.0,1.1
m-calpain inh,4,46,39,-2,3,-8,10,49
TbHK1 inh,-5,-4,4,-30,-4,55*,5,-8
KCC2 mod,-1.8,7.3*,0.93,/,/,-0.25,1.8,-1.4
PPC-1+TRAIL kill,18,18,10,21,-6,5,3,-6
EBV gp42 block,-6,-10,-1,9,-17,-12,8,-35
thrombin 1536,1,-9,-4,-5,2,-6,34,0
TRPN1 ag,2.3,-2.2,0.8,-0.5,-1.2,-0.5,2.6,0.2

Profiles, looked up by structure. Order of screens: Furin inh, TRPML3 agonist, m-calpain inh, TbHK1 inh, KCC2 mod, PPC-1+TRAIL kill, EBV gp42 block, thrombin 1536, TRPN1 ag
Cc1nc2ccccc2nc(=O)c1NNc1ccc([N+](=O)[O-])cc1 is listed with -17, 1.1, 49, -8, -1.4, -6, -35, 0, 0.2
CCOC(=O)c1cc(-c2ccc(Cl)cc2)nc2onc(C)c12 is listed with -19[20 µM], 0.6, -2, -30, /, 21, 9, -5, -0.5
O=C(c1cccs1)N(Cc1cccc(Cl)c1)C1CCS(=O)(=O)C1 (stereo not drawn) is listed with -17, -0.5, 3, -4, /, -6, -17, 2, -1.2
CCC1CCc2c(sc(NC(=O)C3CC=CCC3C(=O)O)c2C#N)C1 (stereo not drawn) is listed with -15, 0.0, 39, 4, 0.93, 10, -1, -4, 0.8

Carrying on:
#17 C#Cc1ccc([C@@H]2C=C(C(=O)N3CCN(Cc4ccc5c(c4)OCO5)CC3)O[C@H](OCCCCO)C2)cc1
#18 Cc1ccc(NC(=O)CN2C(=O)CSC2=O)cc1
#19 CC1(CC(=O)O)SC(=O)NC1=O (stereo not drawn)
#20 C=C(C)c1cccc(C(C)(C)NC(=O)N2CCCC(C)C2)c1 (stereo not drawn)
#21 CC(=O)N1CCCN(Cc2cn(-c3cccc(C)c3)nc2-c2cccc(F)c2)CC1
#22 CCCN1C(=O)/C(=C/c2ccc(C)s2)SC1=Nc1ccc(OC)cc1
#23 O=C(COc1ccc(S(=O)(=O)NCc2ccccc2)cc1)N1CCOCC1
#24 CSc1nsc(SC)c1C(=O)OCC(F)(F)F

Compound,17,18,19,20,21,22,23,24
Furin inh,-28,-11[20 µM],-12,-12[20 µM],3,-17[20 µM],-20[20 µM],-16
TRPML3 agonist,0.2,0.8,0.5,0.1,-0.5,1.0,0.9,0.0
m-calpain inh,-20,11,0,-3,-11,-9,14,7
TbHK1 inh,-9,7,1,-8,-17,-6,-2,3
KCC2 mod,0.028,-1.2,0.84,-0.93,0.7,-0.32,-1.9,-0.6
PPC-1+TRAIL kill,0,12,20,24,-8,-19,18,19
EBV gp42 block,-6,-12,-9,-9,3,-32,-11,6
thrombin 1536,4,-2,3,0,-11,5,-4,24
TRPN1 ag,-1.3,-1.0,0.2,-0.6,0.8,1.9,0.2,-1.3

#25 CC(=O)Oc1ccc(N2C(=O)C3C(C2=O)C2C=CC3C23CC3)cc1[N+](=O)[O-] (stereo not drawn)
#26 COc1ccc(Oc2coc3cc(OCC(=O)N4CCCCC4)ccc3c2=O)cc1
#27 COc1ccc(OC)c(S(=O)(=O)N2Cc3ccccc3CC2C(=O)O)c1 (stereo not drawn)
#28 O=C(O)c1ccc(NC(=S)NC(=O)c2ccc(-c3ccccc3)cc2)cc1
#29 CC(=O)N1CCC(N(CCN2CCOCC2)C(=S)Nc2c(C)cccc2C)CC1
#30 O=C(c1ccccc1)N1CCOC12CCN(c1ncc(C(F)(F)F)cc1Cl)CC2
#31 CCOC(=O)CS(=O)(=O)CC(=O)Nc1ccc([N+](=O)[O-])cc1OC
#32 COc1ccc(S(=O)(=O)n2nc(-n3c(C)ccc3C)c3c(F)cccc32)cc1OC

Compound,25,26,27,28,29,30,31,32
Furin inh,-18,-14,-16[20 µM],-26,-8,-12[20 µM],-10,-4
TRPML3 agonist,0.5,1.9,0.8,-0.7,0.9,0.2,-0.7,-0.7
m-calpain inh,-6,-12,-18,-92,-12,31,-21,9
TbHK1 inh,-6,36,3,-9,29,-1,-12,-11
KCC2 mod,1,-2,0.32,-1.9,0.77,-1.2,-0.77,-0.41
PPC-1+TRAIL kill,9,9,26,8,11,-12,11,10
EBV gp42 block,9,-12,-14,-7,-5,-8,-6,-25
thrombin 1536,-3,-10,-6,-6,-1,-6,-9,2
TRPN1 ag,-0.4,2.3,-0.4,0.1,0.6,-0.9,-0.1,0.1

#33 OCCNCCOc1ccccc1F
#34 O=C(CCc1ccccc1)NNC(=O)c1ccccc1F
#35 CC(=O)c1cc(CN2CCN(CCc3ccccc3)C(CCO)C2)cs1 (stereo not drawn)
#36 O=C1/C(=C/c2cccs2)SC(=S)N1c1cccc(O)c1
#37 Cc1cn(S(=O)(=O)c2ccccc2[N+](=O)[O-])cn1
#38 COCCNC(=O)C(c1ccc(C)o1)N(CCOC)C(=O)Cn1nnc2ccccc21 (stereo not drawn)
#39 Cc1ccc(C)c(C(=O)N(C)CC(=O)Nc2ccccc2C(F)(F)F)c1
#40 O=C1N[C@@H](Cc2cnc[nH]2)C(=O)N2CCC[C@@H]12

Compound,33,34,35,36,37,38,39,40
Furin inh,-25[20 µM],-19,-30,-10,-25,-12,-18,-17
TRPML3 agonist,0.2,1.0,1.1,0.3,1.2,0.3,0.6,1.3
m-calpain inh,-25,-38,-33,24,-33,6,36,-6
TbHK1 inh,-4,0,-8,3,-6,7,6,0
KCC2 mod,2.1,1,1.1,-1.1,0.23,1.3,1.1,-0.26
PPC-1+TRAIL kill,25,7,-2,-5,-4,5,24,-13
EBV gp42 block,-1,1,-5,0,-3,3,-9,-3
thrombin 1536,-1,-1,-6,-4,-2,28,-2,0
TRPN1 ag,0.8,-0.9,0.4,0.4,-0.2,1.0,1.5,1.4

#41 COC(=O)c1cc(C)nc(Sc2ccccc2N)n1
#42 O=C(O)c1ccc(COCC(F)(F)F)cc1
#43 Cc1ccc(/C(N)=N/OC(=O)C23CC4CC(CC(C4)C2)C3)cc1
#44 O=C(CSc1nc2ncccc2[nH]1)NCCc1ccccc1
#45 CCOC(=O)c1cc(C#N)c(Nc2ccccc2OC)nc1C(F)(F)F
#46 Cc1ccccc1N(CC(=O)NC1CCCC1)C(=O)CS(=O)CC(=O)Nc1ccc2c(c1)OCO2 (stereo not drawn)
#47 C=CCc1ccccc1OCC(=O)O
#48 CC/C(=C/c1sc2ccccc2[n+]1CC)SC

Compound,41,42,43,44,45,46,47,48
Furin inh,-13,-12[20 µM],7[20 µM],-30,-11,-15,-13,-20
TRPML3 agonist,-1.2,1.0,0.2,-0.2,0.3,-0.2,-0.4,0.4
m-calpain inh,9,-25,-17,16,-29,-1,10,16
TbHK1 inh,-13,1,5,-9,-23,-2,-9,-17
KCC2 mod,-0.16,/,-0.81,-0.22,1,-0.21,-0.85,-0.43
PPC-1+TRAIL kill,3,-3,25,8,4,3,12,-6
EBV gp42 block,-14,-7,-2,-8,-7,-11,-9,26
thrombin 1536,4,-1,1,-2,-1,-5,-4,-8
TRPN1 ag,-1.5,0.3,1.2,0.5,-1.1,0.9,0.5,-1.0

#49 CN1CCN(c2ccc(S(=O)(=O)N3CCCCC3)cn2)CC1
#50 CCC(=O)OCCn1c(=O)c2ccccc2c2ccccc2c1=O
#51 COc1ccc(CCNC(=O)CSc2nnc(-c3cccc(F)c3)o2)cc1OC
#52 COc1ccc(-c2cc([C@H]3[C@@H]4C=CCC[C@@]4(C)C(=O)N3Cc3ccccc3)ccc2F)cc1OC
#53 Cn1c(SCC(=O)NCc2ccc3c(c2)OCO3)nnc1-c1cccs1

Compound,49,50,51,52,53
Furin inh,-9[20 µM],-18,-5,-4,-20
TRPML3 agonist,0.2,0.5,0.1,/,0.1
m-calpain inh,-2,11,-25,-16,-19
TbHK1 inh,-5,0,6,-13,4
KCC2 mod,0.16,/,0.67,-0.48,-0.72
PPC-1+TRAIL kill,13,22,-6,-5,-1
EBV gp42 block,1,-3,-13,-1,-10
thrombin 1536,2,0,-2,-3,0
TRPN1 ag,-0.1,-0.6,-0.1,/,-0.3
